# AMA1 RON2 block – disrupts binding of P. falciparum AMA1 to RON2. AlphaScreen AMA1-biotinylated RON2 peptide binding. Potency, µM (top dose mostly 58.2 µM), inactives show at the top dose activity change, negative = inhibition, hits mostly inhibitors. 0.2% of 360,000 active. AID 720542;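 note: potency is the fitted concentration of half-maximal effect; 0% = vehicle wells and -100% = peptide control; nearly all actives have a fitted effect of over 45% in size; some results filed as inactive show a strong effect at the top dose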
#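 AMA1 (3D7) with his tag at 25 nM final met compounds first, then biotinylated RON2 peptide at 25 nM; detection used donor plus acceptor beads, 10 µg/mL apiece, read by AlphaScreen after 30 min at room temperature.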
# Pf growth 96h – inhibits malaria parasite growth, 96 h; Potency, µM (series often up to 28.7 µM), for the others: at the highest dose activity change, negative = inhibition, hits mostly inhibitors; 6.9% of 320,000 active; AID 504834; P. falciparum luciferase reporter growth, 96 h; note: potency is the fitted concentration of half-maximal effect; % is set by controls: 0 for no effect and ±100 for the full control effect
#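 Two parasite generations (96 h, 37 C, 5% CO2) of compound exposure in infected erythrocytes (0.05% parasitemia, 2% hematocrit). Luciferase-reporter P. falciparum; decreased luminescence indicates inhibited growth, aimed at apicoplast-acting delayed death.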
# Pf growth 48h – inhibits P. falciparum growth in the first generation, 48 h; P. falciparum luciferase growth in erythrocytes, 48 h; Potency, µM (titrated, usually from 28.7 µM), for inactives: top-dose activity change, negative = inhibition, most hits filed as inhibitors; 5.9% of 310,000 active; AID 504832; note: potency is the fitted concentration of half-maximal effect; % is set by controls: 0 for no effect and ±100 for the full control effect
#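 Read-out is firefly luciferase luminescence from an integrated reporter in P. falciparum, so falling signal marks reduced parasite growth. Infected erythrocytes were at 2% hematocrit and 0.1% parasitemia (final) in Albumax-supplemented RPMI 1640.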
# Cycloheximide cs – affects cycloheximide protein synthesis inhibition readout, counter-screen. cell reporter, cycloheximide protein synthesis inhibition counterscreen. max response, %. 12% of 300,000 active. AID 2314; in the data active = max response mostly above about 13%, no sharp cut-off; inactive = mostly below about 14%; note: read at 38.3 µM for the half of the compounds with a filed dose; 0% is about no effect
# LmPK inh – inhibitors of Leishmania mexicana pyruvate kinase. Q27686. purified LmPK, Kinase-Glo ATP luminescence, 1 h. Potency, µM (titrated, usually from 57.5 µM), inactives show at the highest dose activity change, negative = inhibition, most hits filed as inhibitors. 0.37% of 290,000 active. AID 1721; note: potency is the fitted concentration of half-maximal effect; % is set by controls: 0 for no effect and ±100 for the full control effect
# Target sequence (Q27686 whole entry, looked up): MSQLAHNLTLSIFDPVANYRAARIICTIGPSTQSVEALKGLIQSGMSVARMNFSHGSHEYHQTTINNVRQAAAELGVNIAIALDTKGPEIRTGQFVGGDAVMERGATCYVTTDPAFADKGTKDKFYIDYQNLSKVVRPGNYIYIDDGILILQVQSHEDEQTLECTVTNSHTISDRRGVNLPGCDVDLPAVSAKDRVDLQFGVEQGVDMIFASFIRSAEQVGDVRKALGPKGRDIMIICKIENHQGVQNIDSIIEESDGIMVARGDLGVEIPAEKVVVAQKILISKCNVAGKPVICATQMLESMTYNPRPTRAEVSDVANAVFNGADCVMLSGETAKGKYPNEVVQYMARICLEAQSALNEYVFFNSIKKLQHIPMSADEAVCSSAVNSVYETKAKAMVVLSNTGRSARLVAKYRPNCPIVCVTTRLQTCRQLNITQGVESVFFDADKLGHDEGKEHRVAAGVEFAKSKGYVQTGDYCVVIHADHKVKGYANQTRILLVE
#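 Kinase-Glo luminescence read after 1 h RT reaction of 0.1 nM LmPK with 0.5 mM PEP and 0.1 mM ADP. Activity scaled between uninhibited and enzyme-free controls.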
# Shiga inhibitor – Shiga toxin inhibition; inhibition, % at 38.7 µM; Vero cells, Shiga toxin protein synthesis inhibition reporter; 9.2% of 290,000 active; AID 2315; in the data active = inhibition mostly above about 28%, no sharp cut-off; inactive = mostly below about 43%; note: 0% is about no effect
# Tb PYK inh – blocks Trypanosoma brucei pyruvate kinase. Q57TT1. TbPYK enzyme, Kinase-Glo Plus ATP luminescence, 45 min. Potency, µM (top dose mostly 76.8 µM), without a hit: top-dose activity, negative = inhibition, usual class: inhibitors. 0.12% of 410,000 active; note: potency is the fitted concentration of half-maximal effect; % is set by controls: 0 for no effect and ±100 for the full control effect; nearly all actives have a fitted effect of over 50% in size
#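 Readout: single end-point luminescence (Kinase-Glo Plus, 10 min). Reaction conditions were TbPYK/substrate plus 130 uM ADP, 45 min at RT, pH 7.2 TEA buffer. No-enzyme wells served as controls, and data were normalized before concentration-response fitting.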
# Numbers without * were called inactive; ? = inconclusive; / = not tested or not shown; & = joins results of further samples; [ ] = another dose, or the depositor's remark. Unless noted, calls come from the whole dose curve; as a rule, active = well fitted curve in the direction sought with a large enough effect; inconclusive = small, poorly fitted or top-dose-only effect, or another doubt; inactive = no such curve, though single readings can be large; an effect the other way counts as inactive or inconclusive.
SMILES,AMA1 RON2 block,Pf growth 96h,Pf growth 48h,Cycloheximide cs,LmPK inh,Shiga inhibitor,Tb PYK inh
CN(C)/C=C(\C#N)C(=O)N/N=C(\CC(=O)C(F)(F)F)c1ccco1,80%[activator],-2%,24%,-2,-3%,-18,-11%
Cc1ccc(NS(=O)(=O)c2cc(NC(=O)c3ccc4c(c3)NC(=O)CS4)ccc2Cl)c(C)c1,1%,7.4µM*,-19%,-2,0%,-20,-20%
Cc1ccc(S(=O)(=O)c2c(C)nn(-c3ccccc3)c2OC(=O)c2ccco2)cc1,0%,2%,-8%,4,1%,3,-11%
O=S(=O)(N/N=C\c1ccc2c(c1)OCO2)c1ccc(Cl)cc1,-5%,-4%,13%,-4,3%,-1,-3%
CC(=O)c1ccc(S(=O)(=O)N2CCN(C(=O)c3ccc(-n4nc(C)c(Cl)c4C)cc3)CC2)cc1,15%,13µM*,?,/,/,/,1%
CCOc1ccc(NC(=O)c2cccc3c2C(=O)N(Cc2cccnc2)C3)cc1,-16%,2%,?,0,-1%,-4,0%
C/C(=N\NC(=S)NC1CCCCC1)c1cccc(C(F)(F)F)c1,112%[activator],?,3.7µM*,-1,-2%,3,0%
Cc1nn(-c2ccccc2)c2sc(C(=O)NNC(=O)COc3cccc4ccccc34)cc12,54%[activator],?,34%[activator],-3,0%,-6,7%
COc1ccc(CN(C)C(=O)CCN2C(=O)c3ccccc3C2=O)c(OC)c1OC,-6%,24%,6%,-3,-3%,-12,-3%
CC(C)Cc1nc(SCC(=O)N2CCCCC2)c2c(=O)n(C)c(=O)n(C)c2n1,8%,53%[activator],10%,-2,-2%,-4,-9%
O=C(CSc1ccccn1)C12CC3CC(CC(C3)C1)C2,1%,31%[activator],-16%,2,0%,19,1%
CC1CCN(S(=O)(=O)c2ccc(C(=O)Nc3nnc(-c4ccccn4)o3)cc2)CC1,83%[activator],124%[activator],-2%,-10,-1%[11.5 µM],-12,-1%
Cc1ccc(NC(=O)CN(C)C(=O)COC(=O)c2nccnc2N)cc1,0%,13%,9%,/,/,/,-8%
COc1ccc2c(c1)C1=C(CC2)C(c2ccc(C)cc2)NC(=S)N1 (configuration not stated),34%[activator],-1%,?,-5,0%,8,-2%
COc1cc(C2C(C#N)=C(N)N(c3cccnc3)C3=C2C(=O)CCC3)ccc1O (configuration not stated),19%,?,/,-4,12%,-9,-19%
COc1cc(NC(=O)CSc2nccc(=O)[nH]2)c(C)cc1[N+](=O)[O-],20%,-1%,4%,-2,3%,-8,-12%
COC(CNC(=O)c1ccc2c(=O)n(Cc3ccc(Cl)cc3)c(=S)[nH]c2c1)OC,40%[activator],?,-9%,-3,-6%,-2,-5%
O=C(O)/C=C/C(=O)Nc1ccc2nccnc2c1,-3%,-9%,2%,23*,-10%,46,0%
Cc1nn(CCCC(=O)NC(C)c2ccccc2)c(=O)c2nn(-c3ccccc3)c(C)c12 (configuration not stated),-2%,?,?,18,5%,-8,-2%
O=C(c1ccc([N+](=O)[O-])cc1)N(Cc1ccc(Cl)cc1)N1C(=O)CCCC1=O,-7%,-17%,/,-3,6%,11,-1%
COc1ccc(CN(C(=S)Nc2ccccc2)C2CC(=O)N(c3ccc(F)cc3)C2=O)cc1 (configuration not stated),-5%,?,?,31*,0%,35,1%
COc1ccc(NC(=O)c2ccc(Cl)nc2)cc1S(=O)(=O)N1CCCCC1,-4%,?,?,-3,1%,-8,4%
COc1ccc2c(c1)C(NC(C)=O)C(=O)N2C (configuration not stated),3%,34%[activator],3%,-5,-3%,-7,-9%
O=C(Nc1ccccc1)Nc1nc(-c2ccc(F)c(F)c2)cs1,0%,13µM*,12µM*,6,3%,6,3%
CCc1ccc(NC(=S)N(CCN2CCCCC2)Cc2ccco2)cc1,-11%,-13%,?,13,0%,-19,-6%

# The closing 3 compounds of the part above lead into the next.
SMILES,AMA1 RON2 block,Pf growth 96h,Pf growth 48h,Cycloheximide cs,LmPK inh,Shiga inhibitor,Tb PYK inh
COc1ccc2c(c1)C(NC(C)=O)C(=O)N2C (configuration not stated),3%,34%[activator],3%,-5,-3%,-7,-9%
O=C(Nc1ccccc1)Nc1nc(-c2ccc(F)c(F)c2)cs1,0%,13µM*,12µM*,6,3%,6,3%
CCc1ccc(NC(=S)N(CCN2CCCCC2)Cc2ccco2)cc1,-11%,-13%,?,13,0%,-19,-6%
COC(=O)c1oc(-c2ccccc2)nc1C,2%,21%,3%,10,-4%,19,4%
COc1cccc(NC(=O)c2ccccc2N2C(=O)C3C4C=CC(C5CC45)C3C2=O)c1 (configuration not stated),11%,-31%,-9%,-1,3%,-7,5%
Cc1cc(C)c(S(=O)(=O)N2CCCC2)c(C)c1,3%,-23%,4%,-1,-12%,-9,-3%
O=C(O)/C=C/C(=O)N1CCN(c2cccc(Cl)c2)CC1,0%,13%,-14%,-2,-2%,-8,-3%
O=C(CN1CCN(CN2C(=O)NC3(CCCCCC3)C2=O)CC1)Nc1ccc(F)cc1,6%,-6%,-20%,/,/,/,6%
CC(C)c1ccc(NC(=O)COC(=O)C2=COCCO2)cc1,12%,/,26%,33*,4%,74,6%
CNC(=O)O/N=C(\C)Cc1nnn(-c2cc(C)on2)n1,23%,-1%,43%[activator],-2,-2%,-4,-3%
O=C(c1ccccc1)[C@@H]1[C@@H](C(=O)c2ccc(F)cc2)[C@@]2(C(=O)Nc3ccccc32)[C@H]2c3ccccc3C=CN12,-8%,?,15µM*,7,-4%,10,-2%
CCOC(=O)c1cccc(NC(=O)CCS(=O)(=O)c2ccc(Br)s2)c1,0%,32%[activator],/,2,0%,17,1%&-5%
CCOC(=O)c1c(N=CN(C)C)c(C#N)c2n1CCCC2,-4%,40%[activator],22%,-4,1%,7,4%
CC(C(=O)O)c1n[nH]c(=O)c2ccccc12 (configuration not stated),9%,21%,/,8,0%,1,2%
COc1ccc(-n2nc(C(=O)NCC(=O)Nc3cc(OC)c(OC)c(OC)c3)c3ccccc3c2=O)cc1,9%,6%,9.3µM*,-10,6%,1,-4%
COc1ccc(CNC(=O)Cn2nc([N+](=O)[O-])c(Br)c2C)cc1OC,-3%,15%,?,1,-10%,-3,4%
CCN(C(=S)NC(=O)CCc1ccccc1)c1ccccc1,-25%,-14%,8%,1,0%,-47,-13%
O=S(=O)(c1ccc(S(=O)(=O)N2CCC(O)CC2)cc1)N1CCCC1,-5%,13%,3%,-4,-3%,-3,0%
CC(C)(C)c1ccc(-c2noc(CCC(N)=O)n2)cc1,-5%,/,13%,35*,3%,72*,-6%
O=C(CSc1nc2ccccc2[nH]1)Nc1ccc2[nH]c(=O)[nH]c2c1,5%,29%,-27%,/,/,/,-9%
Cc1cc(NC(=O)C2CCCC2)nc2c1c(=O)oc1ccccc12,-2%,56%[activator],31%[activator],1,3%,-17,9%
COc1ccc(NC(=O)/C(C#N)=C/c2c(C)nn(-c3ccc(F)cc3)c2Cl)cc1OC,-8%,?,?,7,4%,-18,3%
CSCCC(NS(=O)(=O)c1cccc(C(F)(F)F)c1)C(=O)Nc1ccccc1N1CCCC1 (configuration not stated),9%,15µM*,?,/,/,/,-1%
O=C(Nc1ccccc1)Oc1cccc(Br)c1,1%,22%,31%[activator],14*,-7%,28,-2%
CCn1c(C(=O)NCc2ccccn2)cc2sccc21,2%,-26%,-4%,0,2%,18,-6%
COc1ccc(-c2nnn(CC(=O)N(CCO)C(C(=O)NC3CCCC3)c3ccncc3)n2)cc1 (configuration not stated),4%,23%,12%,-5,2%,25,-1%
S=c1nc(C23CC4CC(CC(C4)C2)C3)nc2sccn12,/,?,?,1,-1%,5,/
CCOC(=O)CSc1ccc2nnc(-c3cccnc3)n2n1,-1%,16%,13%,-1,-2%,-13,-27%
SMILES,AMA1 RON2 block,Pf growth 96h,Pf growth 48h,Cycloheximide cs,LmPK inh,Shiga inhibitor,Tb PYK inh
CCn1cc(C2C3=C(CC(C)(C)CC3=O)N(c3ccccc3)C3=C2C(=O)CC(C)(C)C3)c(C)n1,-21%,8.3µM*,?,-4,-1%,-13,-6%
Cc1cccc(N=N/C(=C\O)C(=O)c2ccc(Br)cc2)c1,-8%,27%,71%[activator],13,-5%,55,-2%
Cc1csc(NC(=O)C(Cc2ccccc2)n2cccc2)n1 (configuration not stated),-25%,?,?,9,1%,13,1%
Cc1cc(C)cc(N2CC(C)Cn3c2nc2c3c(=O)[nH]c(=O)n2C)c1 (configuration not stated),3%,9%,-2%,-1,-4%,-7,0%
Cc1cc(C(=O)N2CCCC(N3CCN(c4cccc(Cl)c4)CC3)C2)n(C)n1 (configuration not stated),-15%,?,-8%,-2,-9%,4,2%
CC(Sc1nnnn1-c1ccc(O)cc1)c1nc2ccccc2c(=O)[nH]1 (configuration not stated),6%,3%,-7%,1,1%,-8,3%
O=C(Cn1nnc(-c2ccccc2)n1)N/N=C/c1cc([N+](=O)[O-])ccc1O,44%[activator],10µM*,9%,-3,8%,17,2%
COc1cccc(C(=O)Nc2cccc(C(=O)N3CCOCC3)c2)c1,-12%,/,20%,9,-9%,2,-1%
Cc1ccc(S(=O)(=O)N2CCCC2C(=O)Nc2ccc(O)cc2)cc1 (configuration not stated),-3%,5.2µM*,-21%,-5,-2%,-8,-2%
COc1ccc(NC(=O)n2nc(OC(=O)c3cccs3)cc2N)cc1,34%[activator],123%[activator],181%[activator],33*,-15%,51*,-8%
COc1cccc(C(=O)Nc2cc(Cl)c(O)c(Cl)c2)c1,19%,0%,-4%,-1,-13%,26,-17%
Cc1ccc(-n2ncc(C(=O)Nc3cc(Cl)cc(Cl)c3)c2C2CCNCC2)cc1C,-9%,-14%,?,-8,0%[11.5 µM],-20,4%
Cc1cccc(NC(=O)CCCC(=O)OC(C)C(=O)c2ccccc2)c1 (configuration not stated),-6%,?,-11%,1,0%,-7,0%
CCN1CCN(C2CCCCC2NS(=O)(=O)c2ccc(Cl)cc2)CC1 (configuration not stated),17%,?,4%,-3,5%,-13,6%
COc1ccc(Nc2nc(C)nc3c2nnn3Cc2ccccc2Cl)c(OC)c1,-1%,0%,-6%,-2,-3%,/,2%
Cc1ccc(Cl)cc1NC(=O)Cn1cc(C(F)(F)F)cc(Cl)c1=O,-7%[11.6 µM],?,?,-2,0%,-14,-14%
Cc1c(OC(C(=O)O)c2ccccc2)ccc2c1oc(=O)c1ccccc12 (configuration not stated),-19%,?,25%,-1,3%,-7,9%
CC(C)Oc1cccc(NC(=O)c2cnccc2C(F)(F)F)c1,-5%,-3%,5%,-2,5%,-2,4%
Cc1ccc(NC(=O)c2ccc(-n3cccn3)c([N+](=O)[O-])c2)cc1,-10%,?,-12%,21*,-2%,22,7%
CC(C)(C)c1ccc(C(=O)NCC(=O)OCC(=O)N2CCN(S(=O)(=O)c3ccc(Cl)cc3)CC2)cc1,-20%,11%,13%,/,/,/,-7%
O=C(OCc1cc(Cl)ccc1OC(F)F)c1cc(S(=O)(=O)O)ccc1O,/,?,10%,-5,4%,-4,/
O=C1N=c2ccccc2=C1c1[nH]c(=S)[nH]c1O,12%,6%,10%,-2,-2%,-5,-6%
